Assay outcomes from PubChem BioAssay.
NPR1 activator: GC-A (human) enzyme activation | 370,000 compounds, 0.14% hits | HEK293 GC-A cells, cGMP TR-FRET, EC30 ANP; 0% at EC30 ANP, 100% saturating ANP | activation, % at 10 µM | P16066; in the data active = activation above about 40%
hgDAF-12 ag: hgDAF-12 agonism, primary luciferase screen | HEK293 GAL4-hgDAF12 UAS-luciferase reporter, agonist luminescence; normalized to butyrate control | activation, % at 6.8 µM | 370,000 compounds, 1.8% hits | AID 687014;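 active = activation above a cutoff set at the mean of all screened compounds plus 3 SD, cut at about 10% in these data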;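 note: 0% = DMSO wells and 100% = sodium butyrate wells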
GC-B act: GC-B (human) receptor activation. P20594. HEK293-GC-B cells, CNP EC30, cGMP TR-FRET; 0% at EC30 CNP, 100% saturating CNP. activation, % at 10 µM. 370,000 compounds, 0.11% hits. AID 1920062;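 active = activation at 10 µM reaching about 35% in either raw or pattern-adjusted values, limit read from the data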
sPLA2-III inh: Inhibits HGIII-sPLA2 liposome hydrolysis, primary screen. inhibition, % at 12.2 µM. AID 743126. QFRET BODIPY PC-A2 liposome hydrolysis, fluorescence. Q9NZ20. 370,000 compounds, 0.56% hits;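 active = inhibition above mean plus 3 SD of compounds lying within the high and low control bounds, cut at about 19% in these data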;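 note: 0% = median of test compound wells and 100% = no enzyme DMSO wells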
Target sequence (Q9NZ20 whole entry, looked up): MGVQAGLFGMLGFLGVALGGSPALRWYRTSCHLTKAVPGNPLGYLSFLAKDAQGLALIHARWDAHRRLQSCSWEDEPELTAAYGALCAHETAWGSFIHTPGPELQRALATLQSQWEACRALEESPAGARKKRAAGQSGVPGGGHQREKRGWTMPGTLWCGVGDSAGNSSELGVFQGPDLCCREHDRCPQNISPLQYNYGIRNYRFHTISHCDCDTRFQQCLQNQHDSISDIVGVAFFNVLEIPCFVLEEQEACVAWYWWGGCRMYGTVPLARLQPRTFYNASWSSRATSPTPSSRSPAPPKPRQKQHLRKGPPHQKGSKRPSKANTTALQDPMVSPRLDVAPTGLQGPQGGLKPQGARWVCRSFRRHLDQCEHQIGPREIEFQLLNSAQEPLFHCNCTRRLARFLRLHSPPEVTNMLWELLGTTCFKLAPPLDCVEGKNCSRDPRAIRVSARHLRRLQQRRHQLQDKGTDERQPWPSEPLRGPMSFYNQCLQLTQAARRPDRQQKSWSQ
DAX1 inh-1: inhibits human nuclear receptor DAX1 | P51843 | HEK293 Gal4-DAX1 luciferase reporter, luminescence | inhibition, % at 6.75 µM | 340,000 compounds, 0.99% hits | AID 504766;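 active = inhibition above the mean over all tested compounds plus 3 SD, cut at about 4.2% in these data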;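 note: 0% = DAX1-transfected cells with DMSO and 100% = empty-vector control cells with DMSO; inhibition shows as a rise in luminescence from relieved DAX1 repression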
Target sequence (P51843 207-470 limits assumed): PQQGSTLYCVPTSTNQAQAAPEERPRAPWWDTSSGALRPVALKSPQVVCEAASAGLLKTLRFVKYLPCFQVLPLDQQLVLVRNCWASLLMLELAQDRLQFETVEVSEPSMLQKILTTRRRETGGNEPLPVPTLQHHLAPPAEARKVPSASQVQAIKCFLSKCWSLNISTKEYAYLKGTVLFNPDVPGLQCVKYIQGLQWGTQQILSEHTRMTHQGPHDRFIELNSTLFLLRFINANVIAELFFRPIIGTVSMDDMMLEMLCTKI
SMARCA2 activ: SMARCA2 function activation, primary screen; MG213 cells, MMTV-luciferase reporter, dexamethasone, overnight; activation, % at 9.1 µM; 370,000 compounds, 1% hits; in the data active = activation above about 7.8%;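 note: 0% = vehicle wells and 100% = reference activator wells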
hcDAF12 agonist: H. contortus DAF-12 activation, primary screen; HEK293 hcDAF-12 lit1-tk-luc reporter, luminescence; 0% DMSO, 100% Δ7-dafachronic acid; activation, % at 6.8 µM; 370,000 compounds, 1.4% hits; AID 652067;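 active = activation above the mean of all tested compounds plus 3 SD, cut at about 5.5% in these data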;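 note: 100% = response to 3 µM Δ7-dafachronic acid high control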
KLK7 zymogen act: activates the human kallikrein-7 zymogen; P49862; purified proKLK7, EDANS-DABCYL substrate fluorescence; 100% is mature enzyme control, 0% vehicle; activation, % at 7 µM; 370,000 compounds, 0.9% hits; AID 652039;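 active = activation above the mean of all tested compounds plus 3 SD, computed per campaign excluding outliers beyond control limits, cut at about 13% in these data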
Target sequence (P49862 whole entry, looked up): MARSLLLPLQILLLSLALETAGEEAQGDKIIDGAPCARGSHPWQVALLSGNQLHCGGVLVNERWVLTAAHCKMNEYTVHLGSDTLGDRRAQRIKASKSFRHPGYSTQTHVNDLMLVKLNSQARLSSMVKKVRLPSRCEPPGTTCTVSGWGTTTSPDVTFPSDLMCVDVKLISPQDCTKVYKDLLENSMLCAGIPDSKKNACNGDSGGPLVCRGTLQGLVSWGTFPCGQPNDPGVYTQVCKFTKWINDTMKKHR
ssDAF12 agonist: activates DAF-12 receptor from parasite S. stercoralis | AID 652126 | HEK293 ssDAF-12/GRIP1 lit1-tk-luc reporter, luminescence; % of 3 µM dafachronic acid response | 370,000 compounds, 1% hits | activation, % at 6.8 µM;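 active = activation above the mean over all tested compounds plus 3 SD, cut at about 0.9% in these data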;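 note: 0% = DMSO-only wells and 100% = 3 µM delta7-dafachronic acid wells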
GAA850 FXN act: activators of GAA850 frataxin (FXN) promoter; HEK293 lucGAA850 FXN promoter luciferase reporter, 24 h; percent of 10 µM SAHA response; activation, % at 6 µM; 360,000 compounds, 0.56% hits;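 active = activation above the average of all compounds screened plus 3 SD, cutoff fixed separately per campaign, cut at about 7.5% in these data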;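 note: 0% = DMSO wells and 100% = 10 µM SAHA wells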
DAX1 inh-2: inhibitors of DAX1 repression of SF-1 activated StAR promoter | inhibition, % at 6.8 µM | AID 652010 | HEK293T StAR-luciferase reporter, SF-1/DAX-1 repression relief | 370,000 compounds, 1.1% hits;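 active = inhibition above the mean over all tested compounds plus 3 SD, cut at about 3.6% in these data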;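 note: 0% = DAX-1 cells with DMSO and 100% = cells lacking DAX-1 with DMSO; higher inhibition means more luminescence from relief of DAX-1 repression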
* marks the source's active call; other numbers are inactive results; · = not tested or not shown; & = joins results of further samples; ! = not confirmed by another sample.

SMILES	NPR1 activator	hgDAF-12 ag	GC-B act	sPLA2-III inh	DAX1 inh-1	SMARCA2 activ	hcDAF12 agonist	KLK7 zymogen act	ssDAF12 agonist	GAA850 FXN act	DAX1 inh-2
Cc1ccc2c(cnn2C(=O)CCC(=O)N2CCCCC2C)c1 (stereo not given)	4	2.2	1	1	-0.1	0	0.4	0.1	-1.3	-0.1	0.6
CCC(C)NC(=O)CN1C(=O)CSc2ccc(S(=O)(=O)N3CCCC3)cc21 (stereo not given)	4	-0.3	-2	3	0.7	1	-0.1	-0.9	-0.5	2.0	-0.1
Cc1ccc(S(=O)(=O)Nc2cccc(C(=O)NCC(c3ccco3)N3CCCC3)c2)cc1F (stereo not given)	1	-0.8	4	-22	0.2	0	2.0	0.4	-1.1	1.6	-0.6
CCC1=C(OC(=O)N(CC)CC)N2C(=O)OC(=NCCc3c[nH]c4ccccc34)[C@]2(C)[C@H]2C1=CC[C@H]1C(=O)N(C)C(=O)[C@H]12	1	-0.9	1	-66	-0.8	-1	-0.9	0.5	-1.0	-3.3	-0.5
C[C@@H]1O[C@@H](O[C@H]2[C@H](O[C@H]3C[C@]4(C)C(C[C@@H](O)C5C([C@]6(C)CC[C@@H](C(C)(C)O)O6)CC[C@]54C)[C@@]4(C)CC[C@H](O)C(C)(C)C34)O[C@H](CO)[C@@H](O)[C@@H]2O)[C@H](O)[C@H](O)[C@H]1O (stereo not given in full)	0	2.0	4	-2	0.5	0	-0.8	0.1	-1.4	-1.0	0.4
Cc1nnnn1/C(=C\c1ccccc1)C(=O)OCC(=O)Nc1cccc(S(=O)(=O)N(C)C)c1	14	7.7	6	-18	1.0	-6	-0.8	-0.6	-0.8	0.1	-1.4
CC(C)c1ccc2c(c1)CC[C@H]1[C@](C)(CN)CCC[C@]21C	-3&6	-0.3&1.3	2&-2	21*!	0.1&-0.5	-4&-4	-1.9&-1.4	0.5&0.3	-1.6&-1.4	1.5&2.0	0.2&-1.0
Cc1ccc(S(=O)(=O)c2ncccc2[N+](=O)[O-])cc1	5	-1.1	6	-1	-5.0	-10	-0.7	0.5	-1.9	-5.9	-1.8
CSCCC(NC(=O)c1cccc(C)c1)C(=O)OCC(=O)Nc1c(C)nn(-c2ccccc2)c1C (stereo not given)	-3	-0.7	1	3	-0.8	-1	1.3	0.1	-0.8	0.8	-1.7
O=C(Nc1ccccc1C(=O)Nc1ccc2c(c1)OCO2)c1ccco1	2	0.6	3	-15	-0.4	2	-1.1	-1.3	-1.6	2.3	-1.0
CCO/C(C)=C1\N=C(c2ccc(Cl)cc2)OC1=O	-3	-1.0	1	1	-0.9	4	-1.8	0.0	-1.1	2.7	0.4
COC(=O)c1sc2cc(=O)n(-c3cccc(C(F)(F)F)c3)nc2c1O	2	-2.5	0	6	0.7	2	-0.9	0.0	-1.2	2.5	-0.1
O=C(O)c1ccc(Cn2cnc3c(=O)[nH]cnc32)cc1	1	0.9	7	4	1.2	-2	10*	0.1	1.2*	0.1	0.7
COc1ccc(NC(=O)C/C(C)=N/NC(=O)C(=O)NC2CCCCC2)c(OC)c1	3	-0.6	2	-2	-0.4	4	-1.1	-0.8	-0.7	0.9	0.1
CC(=O)c1cccc(N2Cc3ccccc3C2=NC(=O)CCl)c1	-5	-0.8	-1	0	-1.1	5	1.9	-0.2	-2.1	-2.0	-2.0
CCOC(=O)N1CCC(NC(=O)c2ccc(OC)c(CN3CC(=O)N4CCCC4C3=O)c2)CC1 (stereo not given)	1	-0.8	0	3	-0.3	-2	-0.8	-0.3	0.2	-1.1	-0.2
CCn1nc(C(=O)NNC(=O)COc2ccc(OC)cc2)c2ccccc2c1=O	3	2.7	-1	2	-1.5	1	1.8	-0.2	-1.4	-1.3	-0.3
O=C(CSc1nccc(=O)[nH]1)Nc1ccc(Oc2ccccc2)cc1	3	-0.1	0	-6	-0.1	2	-1.4	0.8	-1.1	0.5	-0.8
O=C(CCc1ccccc1-c1ccccc1CCNC(=O)c1cccc(F)c1)NCc1ccccc1	-3	0.7	-5	8	·	-7	-3.7	0.1	-1.7	·	-1.6
Cn1cc(C(=O)N/N=C/c2cccc(O)c2)ccc1=O	5	-0.7	0	3	0.6	-3	-0.6	0.6	-0.8	3.4	0.3

Overlap with the part before: 3 entries; new compounds follow.
SMILES	NPR1 activator	hgDAF-12 ag	GC-B act	sPLA2-III inh	DAX1 inh-1	SMARCA2 activ	hcDAF12 agonist	KLK7 zymogen act	ssDAF12 agonist	GAA850 FXN act	DAX1 inh-2
O=C(CSc1nccc(=O)[nH]1)Nc1ccc(Oc2ccccc2)cc1	3	-0.1	0	-6	-0.1	2	-1.4	0.8	-1.1	0.5	-0.8
O=C(CCc1ccccc1-c1ccccc1CCNC(=O)c1cccc(F)c1)NCc1ccccc1	-3	0.7	-5	8	·	-7	-3.7	0.1	-1.7	·	-1.6
Cn1cc(C(=O)N/N=C/c2cccc(O)c2)ccc1=O	5	-0.7	0	3	0.6	-3	-0.6	0.6	-0.8	3.4	0.3
COc1ccc(C2c3c(ncn(CCCN4CCOCC4)c3=N)Oc3ccc4ccccc4c32)cc1OC (stereo not given)	-17	-1.6	-22	-8	4.2	3	-1.5	-0.1	-1.7	-8.9	-0.1
Cc1ccc(Cl)cc1N1CCN(S(=O)(=O)c2ccc(-c3ccc(=O)[nH]n3)o2)CC1	-2	-0.1	-3	-8	0.1	-1	-0.2	-0.3	-1.3	0.4	1.4
COc1ccc(N(C)S(=O)(=O)c2cccc(C(=O)Nc3nnc(C4CC4)s3)c2)cc1	-1	-3.0	-1	-12	0.4	-3	0.5	0.4	-1.2	1.9	-0.2
O=C(COC(=O)C1=COCCO1)NCCCc1ccccc1	-6	3.5	7	-9	-0.4	-1	0.6	0.0	-1.3	2.0	0.0
COc1cccc(CC(NC(C)=O)C(=O)NC2CCN(C(=O)NCc3ccccc3)CC2)c1 (stereo not given)	7	-0.7	6	9	1.1	-3	1.5	-1.1	-0.5	0.5	-0.3
O=C1CCC[C@@H]2Cc3nc4ccccc4cc3[C@@H]3CCN1[C@H]23	-1	1.6	2	4	1.7	0	1.1	0.2	-0.6	0.4	-0.3
Cc1nc2ccccc2n1CC(=O)NCc1ccccc1	2	-6.7	5	-1	-1.8	-6	-3.5	0.2	-1.7	-0.5	-2.5
Cc1ccc(C(=O)COC(=O)CCCC(=O)Nc2cc(C(F)(F)F)ccc2Cl)cc1C	-2	-1.1	1	-2	-0.5	-1	0.0	-0.2	-1.4	1.5	-0.7
COc1ccc(C(=O)OCC(=O)Nc2ccc(Cl)c(C(F)(F)F)c2)c(OC)c1OC	5	-2.6	1	-22	-1.1	-4	-2.8	0.7	-0.5	1.0	-0.1
CC(=O)NNS(=O)(=O)c1ccccc1[N+](=O)[O-]	-4	0.8	-1	0	-0.4	-2	0.8	-0.1	-0.8	1.0	-0.2
COc1ccc(NC(=O)Cc2cccc(F)c2)cc1S(=O)(=O)Nc1ccccc1Cl	-3	1.7	4	-27	1.5	-1	-0.1	0.1	-1.2	0.4	0.8
Cc1cc(C(=O)CSc2nnc(-c3ccccc3)o2)c(C)n1CC1COc2ccccc2O1 (stereo not given)	-2	-1.9	-3	4	1.8	-2	-2.5	0.3	-1.2	1.9	0.1
CC(CC(=O)OCC(=O)NCc1ccc(Cl)cc1)c1ccccc1 (stereo not given)	-1	0.4	0	-15	0.9	-3	2.6	-0.6	-1.2	-1.0	0.8
CCN1CCSc2ccc(C(=O)NCc3cccc(F)c3)cc21	3	2.6	-2	4	0.2	-1	-2.4	16*	-0.9	-0.1	0.1
O=S(=O)(Cc1ccccc1)N1CCCCCC1	3	-2.1	-1	9	-0.4	-2	-0.2	0.2	-1.6	1.6	0.1
O=C(NCCc1ccc(Cl)cc1)c1cc(=O)[nH]c2ccccc12	-3	-1.7	-3	-4	-1.3	-3	-0.6	0.9	-0.5	2.4	-0.3
CCc1cccc(NC(=O)NC2CCCCC2)c1	1	2.0	5	-2	2.8	0	0.5	0.0	-1.0	1.7	0.3
Cc1ccc(C(=O)C[n+]2ccccc2C)cc1[N+](=O)[O-]	4	3.6	2	5	-1.8	3	2.1	-0.9	0.1	-0.4	-0.2
COC(=O)c1ccc(CN2CCC(CO)(Cc3ccccc3Cl)CC2)cc1	-8	2.4	-5	-18	-0.6	-2	-0.7	0.5	-0.9	1.6	-0.3
CCCn1c2ccccc2c2nnc(SC(CC)C(=O)Nc3sc4c(c3C#N)CCCC4)nc21 (stereo not given)	-1	1.6	-2	0	1.0	0	-0.1	-0.2	-0.9	1.8	-0.6
COc1ccc(C(=O)NC2CCN(CC(=O)Nc3cccc(OC)c3)CC2)cc1	3	0.8	5	-2	1.4	-1	-0.1	-0.5	-1.5	0.9	-0.3
O=C(COC(=O)C1COc2ccccc2O1)Nc1cccc(Cl)c1 (stereo not given)	-4	0.0	-6	-5	0.3	-2	1.7	-0.2	-0.7	0.8	-0.1
Cc1c(C(=O)/C=C/N(C)C)nnn1-c1ccc(Cl)cc1Cl	2	1.4	0	-8	2.1	-6	-0.9	-1.0	-1.2	1.3	-0.5
O=C1N=c2ccccc2=C1c1sc(=S)n(-c2ccc(O)cc2)c1O	-7	0.9	4	-16	-0.5	-2	4.6	0.1	-0.1	-1.6	0.9
COc1ccc(CCNC(=O)c2[nH]c(C)c(C(C)=O)c2C)cc1	5	-0.9	-3	-5	-0.7	0	0.3	0.4	-1.0	0.4	1.3
CC(C)c1csc(CN2CCN(Cc3ccc(F)c(F)c3)C(CCO)C2)n1 (stereo not given)	-5	-3.7	1	-7	-1.0	-4	-0.7	-0.2	-1.5	1.1	-0.7
Cc1ccc(CCN2CC(C(=O)NCCN3CCCCCC3)CC2=O)cc1 (stereo not given)	-2	2.0	-3	-1	-0.9	-1	0.0	-1.1	-1.3	-3.2	0.2
COc1ccc(NS(=O)(=O)c2cc(NC(=O)C3CCCCC3)ccc2N2CCOCC2)cc1	-6	-0.9	-6	-4	2.6	0	-1.4	0.0	-1.9	0.6	2.7
CN1CCN(Cc2nc3ccccc3c(=O)n2Cc2nc(-c3cccc([N+](=O)[O-])c3)cs2)CC1	16	-0.9	17	-4	·	1	0.0	0.1	-0.7	-1.9	-0.3
CCc1ccc(NC(=O)NC2CCCCCCC2)cc1	4	17*	0	-11	4.1	6	4.0	0.0	0.5	4.2	7.9*
CC1CCCCN1C(=O)c1ccc(C(=O)Nc2ccc(F)cc2)cc1 (stereo not given)	3	5.1	-3	2	-0.2	1	-1.7	-0.4	-1.7	0.6	0.7
CCCCCCCCN1C(=O)[C@H](CC(=O)N2CCOCC2)C[C@@]2(C(=O)OC)CC(C)(C)CC=C12	4	-1.1	2	1	·	0	-0.5	0.5	-1.4	·	-0.4
CC(C)(CO)CNC(=O)c1ccc2nc(Cc3cccc(Cl)c3)oc2c1	-1	-2.5	0	-19	1.8	-1	-1.6	0.5	-1.1	0.3	-0.5
CNS(=O)(=O)c1cnccc1N1CCN(c2cccc(C)c2)CC1	-5	-1.2	6	-6	0.8	-1	-0.3	-0.5	-1.5	1.1	0.0
